NS5 inhibitors – flavivirus cap methylation enzyme inhibition – biochemical, confirmation dose response, primary screen (AID 588689). Dengue-2 NS5 methyltransferase capping enzyme assay, biochemical; higher % means a stronger effect. inhibition, % at 25 µM; hits with a dose series show IC50 in µM. 340,000 compounds, 0.3% hits; in the data active means a potency from the dose series; inconclusive means inhibition above about 29% without an active follow-up result
SV40 large T antigen – SV40 large T antigen inhibitors, biochemical (AID 1903). SV40 large T antigen ATPase/helicase inhibition assay; higher % means a stronger effect. inhibition, % at 20 µM, or IC50 in µM where a hit was titrated. 310,000 compounds, 0.39% hits; in the data active means a potency from the dose series; inconclusive means inhibition mostly from about 32% at the one dose, without a potency; inactive means the rest, 99 in 100 with inhibition below about 32%; further: strong numbers were not always called active
HIV peptide binding – inhibitors of HIV fusion peptide binding, primary screen, biochemical, uHTS, fluorescence dequenching (AID 1986) | cell-free peptide binding, fluorescence dequenching, 30 min; higher % means a stronger effect | inhibition, % at 20 µM, or IC50 in µM where a hit was titrated | 290,000 compounds, 0.3% hits; in the data active means inhibition mostly above about 52%, no sharp cut-off; inactive means mostly below about 76%; further: some results filed as inactive read as strong as hits
GPR55 LPI antagonism – GPR55 antagonists blocking LPI-driven arrestin recruitment, primary screen, imaging, U2OS, beta-arrestin-GFP, LPI agonist (AID 2013); U2OS GPR55 beta-arrestin-GFP translocation imaging, LPI antagonism; higher % means a stronger effect; inhibition, % at 10 µM; hits with a dose series show IC50 in µM; 290,000 compounds, 0.13% hits;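 active means spots per cell inhibited over 60%, with over 100 cells counted and total cytoplasm intensity under 500,000; inconclusive means wells with under 100 cells, flagged as likely toxic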;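 further: U2OS cells stably carrying GPR55 and arrestin-GFP stimulated by 5 µM LPI near EC80; imaged beta-arrestin-GFP aggregate spots per cell after agonist stimulation; plate controls were LPI-stimulated DMSO wells for no effect and DMSO wells without LPI for full effect; some results filed as inactive read as strong as hits; confirmed hits need IC50 under 10 µM and bright autofluorescent wells are also inconclusive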
UTI89 phage lysis – inhibition of K1F phage lysis, E. coli UTI89, bacterial capsule biogenesis inhibitors, alamar blue (AID 488966); inhibition, % at 100 µM, or IC50 in µM where a hit was titrated; E. coli UTI89 K1F phage lysis, alamar blue, 2 h; higher % means a stronger effect; 340,000 compounds, 0.02% hits;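 active means phage lysis inhibition, versus mean bacterial control, above a set limit; inconclusive means no clear call, values can overlap the other calls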;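 further: capsule biogenesis inhibitors block K1F phage lysis so surviving cells raise fluorescence; higher fluorescence means more inhibition of phage lysis; actives were called in the ten point dose series up to 300 µM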
RSV CPE inhibition – inhibition of RSV-induced cytopathic effect – HEp-2 cells, primary 10 µM value included (AID 2391). one-dose CPE inhibition, % at 10 µM; IC50 in µM for titrated hits. 310,000 compounds, 0.13% hits. HEp-2 cells, RSV-induced CPE inhibition; higher % means a stronger effect; in the data active means a potency from the dose series; inconclusive means CPE inhibition mostly from about 23% at the one dose, without a potency; inactive means the rest, 99 in 100 with CPE inhibition below about 21%; further: strong numbers were not always called active
MgcRacGAP inhibition – MgcRacGAP GTPase-activating activity inhibitors, confirmation, biochemical, ADP Hunter fluorescence | inhibition, % at 30 µM, or IC50 in µM where a hit was titrated | 340,000 compounds, 0.6% hits | MgcRacGAP-stimulated Rac1 GTP hydrolysis, ADP Hunter fluorescence; higher % means a stronger effect; GST-tagged Rac1 F28L mutant substrate;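 active means first-screen hits whose inhibition reached a set limit at any dose in the follow-up dose series; inconclusive means inhibition above the set first-screen limit but never retested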;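 further: fluorescence reports GDP produced by GAP-driven GTP hydrolysis; strong numbers were not always called active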
GPR35 antagonists – GPR35 antagonists blocking zaprinast-driven arrestin recruitment, primary screen, imaging, U2OS, beta-arrestin-GFP, zaprinast agonist (AID 2058); 290,000 compounds, 0.052% hits; U2OS GPR35 beta-arrestin-GFP translocation imaging, zaprinast antagonism; higher % means a stronger effect; one-dose inhibition, % at 10 µM; IC50 in µM for titrated hits;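 active means inhibition of at least 50% with at least 30 cells and total cytoplasm GFP at most 10,000,000; inconclusive means under 30 cells or total GFP of 10,000,000 plus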
Salmonella PhoP GFP – inhibitors of PhoP regulon expression, primary screen, Salmonella Typhimurium, GFP reporter (AID 1863). S. Typhimurium PhoP-regulated promoter GFP reporter, 4 h; higher % means a stronger effect. inhibition, % at 50 µM, or IC50 in µM where a hit was titrated. 300,000 compounds, 0.16% hits;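 active means inhibition over 29.93%, a cutoff 3 SD above the screen mean, later confirmed by dose response; inconclusive means inhibition over 29.93% but no dose response follow-up; inactive means inhibition at most 29.93% or unconfirmed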;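 further: 0% = low Mg2+ inducing control and 100% = high Mg2+ repressing control; strong numbers were not always called active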
Starred values were filed as active, the others as inactive; ? = inconclusive; nt = no result given; [ ] = another dose, or the depositor's remark.

SMILES	NS5 inhibitors	SV40 large T antigen	HIV peptide binding	GPR55 LPI antagonism	UTI89 phage lysis	RSV CPE inhibition	MgcRacGAP inhibition	GPR35 antagonists	Salmonella PhoP GFP
C=CCn1c(N)c(S(=O)(=O)c2cccs2)c2nc3ccccc3nc21	-3%	-10%	-0.4%	0%	0.4%	1.4%	-3%	11%	-6%
COC(=O)c1c(=O)n(O)c2ccc(OC)cc2[n+]1[O-]	?	13%	-4.3%	3%	0.1%	-0.1%	11%	-6%	-14%
COc1ccc(NC(=O)CN(c2ccccc2)S(=O)(=O)N(C)C)cc1Cl	-4%	2%	0.1%	-3%	5.0%	1.9%	9%	-12%	-15%
O=c1[nH]cc(-c2ccccc2)c(=O)[nH]1	-5%	3%	1.8%	5%	-0.1%	2.8%	nt	-5%	-1%
N#Cc1c(NC(=O)Cn2cnc3ccccc3c2=O)oc(-c2ccccc2)c1-c1ccccc1	-5%	11%	8.4%	6%	0.2%	-0.5%	5%	-2%	4%
CCN1C(=O)[C@H]2[C@@H](c3ccc(Cl)cc3)N3C(=O)CN(CC4CC4)C(=O)[C@@]3(C)[C@H]2C1=O	0%	14%	-1.9%	3%	1.4%	0.3%	8%	-7%	nt
CC(C)(C)OC(=O)N1Cc2cc3ccccc3nc2C1CO (centres undefined)	3%	4%	-0.4%	19%	0.2%	-0.4%	9%	6%	-5%
CC(C)c1ccc(C(=O)Nc2nnc(S(=O)(=O)N3CCCCC3)s2)cc1	-7%	17%	6.1%	17%	0.0%	19%	8%	10%	-11%
O=C(CCC1CCCN(C(=O)c2ccsc2)C1)N1CCN(c2ccccn2)CC1 (centres undefined)	1%	7%	-0.4%	7%	0.0%	2.2%	7%	2%	-4%
CCc1c(C(=O)O)[nH]c2ccc(Br)cc12	7%	20%	13%	-2%	0.1%	10%	6%	-2%	-10%
CCC(C)c1ccccc1N1CC(C(=O)Nc2cccc(S(=O)(=O)N3CCOCC3)c2)CC1=O (centres undefined)	-1%	13%	0.9%	21%	0.0%	2.5%	11%	-12%	0%
Cc1nn(-c2ccccc2)c2[nH]c(C(F)(F)F)cc(=O)c12	2%	3%	12%	15%	0.1%	14%	3%	-9%	-14%
CC(C)NC(=O)NC(=O)COC(=O)C1CCCN1C(=O)c1cccs1 (centres undefined)	-5%	0%	2.8%	-3%	1.0%	-0.3%	9%	6%	9%
COc1ccccc1CNc1cncnc1	-3%	1%	0.1%	-2%	0.2%	1.0%	9%	-2%	1%
Cc1ccccc1CN1CCC(n2nccc2NC(=O)CCOc2ccccc2)CC1	-9%	10%	-0.9%	1%	0.4%	-0.3%	11%	6%	2%
O=C(CCN1C(=O)c2ccccc2S1(=O)=O)Nc1ccc(C(=O)O)cc1	-1%	2%	0.9%	3%	0.0%	2.8%	-1%	-9%	nt
CCc1ccc(NC(=O)CCS(=O)(=O)c2cccc3nsnc23)cc1	-9%	3%	-0.8%	10%	0.9%	1.4%	4%	16%	-2%
Cc1cccc2c1N(CC(=O)OC(C)C)C(=O)C2=O	-3%	16%	0.6%	-9%	4.3%	1.8%	-4%	9%	0%
CCOC(=O)C1CCC(CN(Cc2ccccc2C)S(=O)(=O)c2ccc([N+](=O)[O-])cc2)CC1 (centres undefined)	0%	10%	-2.8%	4%	1.5%	3.4%	8%	9%	6%
Cc1ccc(SCc2c(C(=O)N/N=C/c3cccnc3)nnn2-c2nonc2N)cc1	1%	11%	-1.0%	-6%	0.5%	5.8%	13%	10%	-3%
O=c1/c(=C\c2ccc(F)cc2)sc2n1CCCN=2	4%	5%	-1.0%	3%	0.2%	0.1%	-5%	4%	-9%
CN1c2ccccc2Oc2nnc(Cl)cc21	-3%	15%	-1.1%	9%	0.1%	62%	14%	0%	1%
CCOC(=O)N1CCN(C(=O)c2ccc(Cl)c(S(=O)(=O)Nc3ccccc3)c2)CC1	3%	14%	1.3%	-2%	4.4%	2.5%	4%	6%	7%
Cc1ccc(-c2nn3c(C)nnc3c3ccccc23)cc1S(=O)(=O)NC(C)(C)CO	-4%	17%	1.5%	-7%	0.5%	3.5%	4%	-14%	-7%
O=C(Nc1cccc(F)c1)NC1CC2CCCC(C1)N2C1CC1 (centres undefined)	-2%	6%	-0.1%	7%	0.5%	-0.2%	-3%	0%	4%
Cc1c(-c2nc3ccccc3[nH]2)cnn1C	-1%	nt	nt	nt	0.7%[50 µM]	-0.4%	6%	nt	nt
Cc1nnc(SCSc2nnc(C)s2)s1	13%	3%	-1.9%	-4%	0.2%	-0.7%	15%	10%	4%
Cc1c(OCC(=O)N2CCC[C@@H]2C(=O)O)ccc2c3c(c(=O)oc12)CCC3	-3%	11%	1.8%	0%	0.2%	1.7%	4%	-2%	-7%
Cc1ccc(-c2noc(CNc3ccccc3)n2)cc1	3%	18%	-1.7%	-5%	-0.6%	12%	-4%	11%	6%
COC(=O)c1c(NC(=O)CSc2nccn2C)sc(C)c1C	9%	7%	nt	nt	0.8%[50 µM]	1.7%	-3%	nt	-3%
COc1ccc(N2CCN(C(=O)c3cc4c(s3)-c3ccccc3S(=O)(=O)C4)CC2)cc1	-4%	15%	-1.1%	-3%	0.1%	2.7%	-6%	-13%	-1%
CCOC(=O)/C(C#N)=N\Nc1cc(Cl)ccc1OC	13%	11%	23%	1%	0.1%	4.3%	8%	-1%	-9%
Cn1c(O)c(/C=C2\C=NN=C2c2ccccc2)sc1=S	4%	6%	-0.6%	0.65µM*	-1.0%	4.9%	2%	12%	-2%
COc1cccc(Oc2ccc(C(F)(F)F)cc2NC(=O)C2=COCCO2)c1	-1%	0%	-1.2%	28%	1.5%[50 µM]	4.1%	9%	10%	3%
CCOc1ccc(NC(=O)CCS(=O)(=O)c2ccc3c(c2)CCCN3C(C)=O)cc1	-5%	9%	-4.4%	13%	0.3%	1.4%	3%	1%	1%
CCN(CC)c1ccc(/C=N/NC(=O)Nc2nonc2N)cc1	3%	25%	-1.8%	-11%	4.0%	5.3%	16%	-12%	-9%
COCCOC(=O)c1[nH]c2c(c1C)C(=O)CC(c1ccco1)C2 (centres undefined)	-3%	18%	19%	-18%	4.7%	5.2%	16%	-2%	-3%
COc1ccc(OC)c(NC(=O)NCCCCc2ccccc2)c1	-3%	10%	-0.6%	8%	-1.3%[50 µM]	3.8%	2%	-6%	-1%
CCOc1ccc(OCCOc2ccc(/C=C/C(=O)O)cc2OCC)cc1	-7%	-10%	0.9%	4%	-0.3%	3.0%	8%	13%	2%
Cc1cc(-c2nn(-c3ccccc3F)cc2CN(C)CC(O)CO)c(C)s1 (centres undefined)	-4%	3%	-1.5%	1%	1.1%[50 µM]	2.1%	9%	103%*	-1%
CCNC(=O)C1CCCN1S(=O)(=O)c1ccc(C)cc1 (centres undefined)	-8%	-1%	0.7%	-13%	1.0%	-1.3%	3%	9%	-2%
CCCCC(c1nnnn1CCOC)N1CCN(C(=O)c2ccco2)CC1 (centres undefined)	1%	1%	1.9%	-9%	-0.1%	nt	1%	-6%	12%
CC(C)CC(=O)CC1(O)C(=O)Nc2ccccc21 (centres undefined)	-2%	1%	1.6%	-2%	0.2%	2.0%	8%	8%	6%
Cc1cc(NC(=O)CCC(=O)N(CC(=O)NCC2CCCO2)c2ccc(C)c(C)c2)no1 (centres undefined)	-12%	9%	0.1%	9%	-0.6%	0.8%	-3%	4%	-9%
Cc1cccc(N2CCN(S(=O)(=O)c3cc4c(cc3Cl)NC(=O)CO4)CC2)c1C	-6%	-1%	7.6%	-2%	-1.7%	-0.1%	1%	-16%	nt
Cc1ccccc1NS(=O)(=O)c1ccc(-c2ccc(=O)[nH]n2)o1	-4%	6%	0.7%	-8%	0.3%	1.4%	9%	-11%	-4%
NC1=NC(c2ccc(F)cc2)n2c(nc3ccccc32)N1 (centres undefined)	-3%	0%	1.5%	0%	0.5%	2.1%	7%	-4%	5%
Cc1occc1-c1nnc(-c2cc([N+](=O)[O-])cc([N+](=O)[O-])c2)o1	nt	19%	1.3%	3%	nt	1.2%	nt	8%	-6%
O=C(/C(Br)=C/Nc1cc(Cl)ccc1Cl)C(F)(F)F	0%	9%	4.7%	10%	-15%	2.6%	5%	8%	-10%
O=C(CSc1nccc(=O)[nH]1)Nc1ccc2c(c1)OCCO2	-2%	4%	-1.1%	12%	4.5%	0.4%	8%	-12%	-1%
COc1ccccc1-c1nnc2sc(COc3ccc(Cl)cc3Cl)nn12	-8%	17%	-3.0%	10%	0.0%	16%	6%	9%	-6%
NC(=O)C1CCN(Cc2cccc(OCc3ccccc3)c2)CC1	2%	1%	4.2%	-5%	0.8%	-0.9%	21%	0%	-5%
CCOc1ccc(C(=O)N(CC(=O)Nc2cccc(C)c2C)CC2CCCO2)cc1OC (centres undefined)	-3%	nt	nt	nt	-0.1%[50 µM]	0.1%	2%	nt	nt
CCNC(=O)Nc1ccc(OC)cc1OC	2%	10%	-0.1%	-2%	0.1%	1.5%	-4%	-6%	-2%
COc1ccc(-c2cc(C(=O)N3CCOCC3)no2)cc1OC	-2%	-8%	0.6%	11%	0.1%	1.5%	6%	-3%	5%
CC(C)Cn1c(N)c(C=O)c(=O)[nH]c1=O	-14%	8%	-0.8%	10%	-0.2%	1.0%	0%	5%	4%
CCC[N+]1(CC#CCC(c2ccccc2)c2ccccc2)CCCCC1	-1%	-1%	-0.8%	10%	0.9%[50 µM]	0.5%	5%	0%	14%
CSCCC(NC(=O)c1ccc(Cl)cc1Cl)C(=O)NNC(=O)c1csc(N2CCOCC2)n1 (centres undefined)	3%	11%	-0.1%	10%	1.8%[50 µM]	0.2%	9%	-4%	-3%
COc1ccccc1/C=C1\CCC(C2CCCC2)C1=O (centres undefined)	3%	1%	0.5%	-6%	0.1%	-1.4%	4%	-6%	nt

Compounds as they come. Share with any hit: about 1.5%.
